HIV fusion peptide – cell-free HIV fusion peptide-binding blockers – biochemical, uHTS, fluorescence dequenching, primary screen (AID 1986); cell-free peptide binding, fluorescence dequenching, 30 min; higher % means a stronger effect; inhibition, % at 20 µM, or IC50 in µM where a hit was titrated; 0.3% of 290,000 active; in the data active = inhibition mostly above about 52%, no sharp cut-off; inactive = mostly below about 76%; note: some results filed as inactive read as strong as hits
Siah-1 displacement – Siah-1 peptide-binding antagonists, primary screen, biochemical, fluorescence polarization, rhodamine-plectin, uHTS (AID 1817); Siah-1 / rhodamine-plectin peptide fluorescence polarization; higher % means a stronger effect; displacement, % at 20 µM, or IC50 in µM where a hit was titrated; 0.02% of 290,000 active;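 active = displacement of at least 50% at 20 µM, with a fluorescence ratio check between 0.3 and a set limit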;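 note: plate controls were Siah plus tracer with DMSO for no effect and tracer alone without Siah for full effect; strong numbers were not always called active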
GPR55 beta-arrestin – GPR55 agonists via beta-arrestin recruitment, primary screen, imaging, U2OS cells, beta-arrestin-GFP redistribution (AID 1961); U2OS GPR55 beta-arrestin-GFP redistribution imaging; higher % means a stronger effect; activation, % at 10 µM; hits with a dose series show EC50 in µM; 0.048% of 290,000 active;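 active = activation above 40% with more than 50 cells counted in the well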;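 note: U2OS osteosarcoma cells stably expressing GPR55 and beta-arrestin-GFP; plate controls were DMSO negative control for no effect and LPI positive control for full effect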
UTI89 phage lysis – protection from phage-mediated lysis, alamar blue read-out – E. coli UTI89, K1F phage, bacterial capsule biogenesis inhibitors (AID 488966). E. coli UTI89 K1F phage lysis, alamar blue, 2 h; higher % means a stronger effect. inhibition, % at 100 µM; hits with a dose series show IC50 in µM. 0.02% of 340,000 active;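 active = phage lysis inhibition, versus mean bacterial control, above a set limit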;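 note: capsule biogenesis inhibitors block K1F phage lysis so surviving cells raise fluorescence; higher fluorescence means more inhibition of phage lysis; actives were called in the ten point dose series up to 300 µM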
GPR55 LPI antagonism – GPR55 antagonists blocking LPI-driven arrestin recruitment, primary screen, imaging, U2OS, beta-arrestin-GFP, LPI agonist (AID 2013); U2OS GPR55 beta-arrestin-GFP translocation imaging, LPI antagonism; higher % means a stronger effect; 0.13% of 290,000 active; inhibition, % at 10 µM; hits with a dose series show IC50 in µM;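 active = spots per cell inhibited over 60%, with over 100 cells counted and total cytoplasm intensity under 500,000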;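 note: U2OS cells stably carrying GPR55 and arrestin-GFP stimulated by 5 µM LPI near EC80; imaged beta-arrestin-GFP aggregate spots per cell after agonist stimulation; plate controls were LPI-stimulated DMSO wells for no effect and DMSO wells without LPI for full effect; some results filed as inactive read as strong as hits; confirmed hits need IC50 under 10 µM and bright autofluorescent wells are also inconclusive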
GPR35 arrestin U2OS – inhibition of zaprinast-stimulated GPR35 beta-arrestin translocation – imaging, U2OS, beta-arrestin-GFP, zaprinast agonist, primary screen (AID 2058); inhibition, % at 10 µM, or IC50 in µM where a hit was titrated; U2OS GPR35 beta-arrestin-GFP translocation imaging, zaprinast antagonism; higher % means a stronger effect; 0.052% of 290,000 active;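 active = inhibition of at least 50% with at least 30 cells and total cytoplasm GFP at most 10,000,000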
NS5 inhibitors – Dengue-2 NS5 methyltransferase inhibitors, primary screen, biochemical, confirmation dose response (AID 588689); Dengue-2 NS5 methyltransferase capping enzyme assay, biochemical; higher % means a stronger effect; inhibition, % at 25 µM, or IC50 in µM where a hit was titrated; 0.3% of 340,000 active; in the data active = a potency from the dose series
AID2073 – disruptors of CaV2.2 binding to Mint1 – biochemical, HTRF (AID 2073). HTRF protein-protein interaction, Mint1-CaV2.2; higher % means a stronger effect. inhibition, % at 20 µM; hits with a dose series show IC50 in µM. 0.19% of 290,000 active; in the data active = inhibition mostly above about 51%, no sharp cut-off; note: some results filed as inactive read as strong as hits
NTR1 agonist – NTR1-driven beta-arrestin-GFP spot formation – imaging, U2OS cells, high content, primary screen (AID 493036); P30989; agonist mode; activation, % at 20 µM; 0.17% of 330,000 active;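 active = activation at or above 40% of the spot to cytoplasm intensity ratio, with at least 20 cells analyzed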;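 note: 0% = DMSO without peptide and 100% = 100 nM NTR1 peptide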
Target sequence (P30989 whole entry, looked up): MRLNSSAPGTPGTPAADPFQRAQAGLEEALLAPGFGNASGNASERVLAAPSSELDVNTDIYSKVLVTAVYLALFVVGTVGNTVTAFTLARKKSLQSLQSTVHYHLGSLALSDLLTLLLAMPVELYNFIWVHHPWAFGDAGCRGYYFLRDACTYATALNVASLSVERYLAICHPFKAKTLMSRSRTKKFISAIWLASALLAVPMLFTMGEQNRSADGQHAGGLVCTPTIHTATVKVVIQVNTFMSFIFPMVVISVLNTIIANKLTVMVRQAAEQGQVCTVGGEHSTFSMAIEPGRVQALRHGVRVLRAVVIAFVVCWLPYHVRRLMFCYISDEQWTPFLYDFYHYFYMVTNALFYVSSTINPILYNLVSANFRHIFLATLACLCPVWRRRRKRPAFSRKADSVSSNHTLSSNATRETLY
NTR1 agonist cell count 20 µM – also measured in NTR1 agonist; calls as there; cell count; measured here: cell count, cytotoxicity flag
NS5 inhibitors pilot replicate – further read-out of NS5 inhibitors, marked with its call; inhibition, %; measured here: pilot screen replicate inhibition
The depositor's hits bear a star; · = not tested or not shown; [ ] = remark or other dose.

SMILES	HIV fusion peptide	Siah-1 displacement	GPR55 beta-arrestin	UTI89 phage lysis	GPR55 LPI antagonism	GPR35 arrestin U2OS	NS5 inhibitors	AID2073	NTR1 agonist	NTR1 agonist cell count 20 µM	others
CNCCC(=O)N1c2ccccc2CCc2ccc(NC(=O)OC)cc21	-0.3%	2%	-0.3%	0.0%	9%	-16%	0%	1%	0.0	65
COc1ccc(C2CC(C(F)(F)F)n3nc(C(N)=O)c(Cl)c3N2)cc1OC (stereo unspecified)	2.4%	8%	0.3%	0.1%	0%	11%	1%	-5%	2.7	65	NS5 inhibitors pilot replicate=-1.5
Cc1c(N=C2NC(=O)/C(=C/c3ccc(O)cc3)S2)c(=O)n(-c2ccccc2)n1C	0.0%	3%	-0.2%	1.6%	-6%	-8%	-3%	4%	2.5	67
COc1ccc(NS(=O)(=O)c2cc(NC(=O)Cn3cnc4c3c(=O)n(C)c(=O)n4C)ccc2C)cc1	-0.3%	-2%	-0.1%	-0.2%	-7%	-9%	-7%	-2%	-1.4	66
CC(C)Oc1ccc2c3c(c(=O)oc2c1)CCC3	4.3%	2%	-0.2%	0.0%	-14%	8%	-1%	21%	0.0	71
COc1cc2ccccc2cc1C(=O)NC(=S)Nc1ccc(C(=O)O)cc1	54%	4%	-0.2%	1.1%[50 µM]	-6%	-1%	-1%	17%	0.7	83
C=CCn1c(SCc2c(C)noc2C)nc2sc(C)c(C)c2c1=O	1.1%	1%	-0.2%	-0.9%	0%	21%	1%	7%	12	54
O=C(Nc1ccnn1C1CCN(Cc2cccc(OCCO)c2)CC1)C1CC1	-0.6%	-4%	0.0%	0.0%	-8%	3%	-5%	2%	0.5	68
O=C(c1ccccc1)C(C(=O)N1CCCCC1)n1ccccc1=O (stereo unspecified)	-1.1%	3%	-0.1%	0.1%	6%	7%	4%	6%	0.2	48
COc1ccc(C(=O)n2c(C)c(CCO)c(=O)n2C)cc1	-0.3%	12%	0.1%	0.6%	-3%	2%	1%	-5%	-0.6	61
Cc1cc(=O)nc2c3ccccc3n(C(C)C(=O)Nc3cc(F)ccc3F)n12 (stereo unspecified)	0.4%	-4%	0.3%	0.0%	5%	4%	0%	16%	-1.3	67
CCOc1ccc(NC(=O)C2CCN(C(=O)N3CCOc4ccccc43)CC2)cc1	-0.4%	10%	0.0%	0.8%	1%	-9%	0%	-2%	2.9	59
CCCNC(=O)c1ccccc1NC(=O)c1ccc(CSc2ccccc2)cc1	1.6%	-9%	0.7%	-0.5%	16%	49%	-6%	8%	12	31
Cc1ccc(-n2c(SCC(=O)NCc3ccco3)nnc2-c2cccnc2)cc1	1.1%	-10%	0.6%	0.0%	1%	3%	10%	-6%	-0.1	39
CC1=CC2=NC(=O)CC(C)(C(=O)N(CC(=O)NC(C)C)C3CCCC3)N2C=C1 (stereo unspecified)	0.8%	1%	0.4%	·	10%	7%	·	10%	-1.1	36
Cc1ccc(C(=O)COC(=O)CCC(=O)NC2CCCCC2)cc1[N+](=O)[O-]	-0.3%	3%	-0.2%	0.4%	0%	2%	-1%	0%	-1.0	101
CCC(=O)Nc1ccc(N2CCCCC2)c(C(=O)Nc2ccc(OC)cc2)c1	0.9%	-2%	0.3%	-0.3%	15%	-21%	-3%	0%	4.4	80
CC1Cc2cc(S(=O)(=O)N3CCCCC3C)ccc2N1C(=O)C1CCC1 (stereo unspecified)	-0.4%	-1%	-0.1%	0.3%	6%	-18%	6%	1%	0.6	63
CC(=O)N/C(=C\c1ccccc1)C(=O)N1CCOCC1	0.7%	14%	0.7%	0.1%	-1%	-1%	-15%	4%	-1.1	89
O=C(Cc1n[nH]c(=O)c2ccccc12)Nc1cccc(S(=O)(=O)N2CCCC2)c1	-1.5%	11%	0.2%	1.2%[50 µM]	-3%	1%	-12%	10%	0.8	62
COc1ccc(-n2nc3c(N4CCC(C(=O)NCc5ccccc5C)CC4)nnc(C)c3c2C)cc1	29%	1%	-0.2%	3.2%	-26%	4%	-29%	-1%	12	63
COc1ccc(/C=N/NC(=O)CCCC(=O)NC2CCCCC2)cc1	-3.4%	0%	-0.1%	0.7%	22%	-2%	-4%	34%	0.6	77
O=C(Nc1cccc2c1N(C(=O)c1ccco1)CCC2)c1ccco1	2.6%	0%	1.0%	0.1%	6%	8%	10%	9%	0.1	43
CCN(CC(=O)Nc1c(F)cccc1F)C(=O)c1ccc(=O)[nH]c1	-0.7%	7%	0.0%	0.2%	11%	17%	-1%	34%	-0.2	56
CNC(=O)[C@H](C)[C@@H]1C[C@@]1(C)[C@@H](NC(=O)OCc1ccccc1)c1ccccc1	-1.5%	-8%	0.0%	0.8%	7%	-10%	3%	-5%	-2.6	98
CC1(C)N([O-])C2=C(CCCC2)[N+]1=O	-4.2%	-11%	0.2%	0.2%	0%	20%	-6%	-2%	-0.4	79
CCN(C(=O)CSc1nnc(-c2c[nH]c3ccccc23)o1)C1CCS(=O)(=O)C1 (stereo unspecified)	-0.5%	-5%	0.5%	-0.5%	3%	-2%	-3%	-17%	-0.5	43
O=C(Nc1c(F)cccc1F)c1ccc2c(c1)CCN2S(=O)(=O)c1ccccc1	-0.5%	14%	0.1%	0.7%	0%	1%	-6%	-1%	3.1	72
COc1ccc(NC(=O)CC(NCCc2ccccc2)C(=O)O)c(OC)c1 (stereo unspecified)	2.2%	5%	-0.2%	-0.1%	32%	5%	-1%	0%	2.9	99	NS5 inhibitors pilot replicate=2.7
Cc1ccc(S(=O)(=O)N2CCCC(C(=O)NCc3cccnc3)C2)cc1Cl (stereo unspecified)	22%	-4%	-0.2%	0.9%	2%	-4%	-6%	-5%	0.1	62
COc1ccc(N2CCN(C(=O)C(Cc3ccccc3)n3cccc3)CC2)cc1 (stereo unspecified)	2.1%	-1%	-0.1%	-1.1%	7%	10%	-1%	7%	-0.3	85
COc1ccc(N/N=C(\C#N)C(N)=O)cc1	3.1%	3%	-0.2%	0.2%	14%	0%	-2%	-1%	-1.9	101
Cc1onc(-c2ccccc2Cl)c1C(=O)Nc1nc2c(s1)CCCC2	0.8%	-4%	-0.1%	3.9%	-4%	-11%	-2%	-2%	-3.3	99
Cc1ccc(OCc2ccc(C(=O)N3CCCC3)o2)cc1C	0.9%	1%	-0.2%	0.2%	-22%	25%	-4%	15%	1.3	68
COc1cc(/C=N/Nc2ccc(S(N)(=O)=O)cc2)cc(OC)c1OC	-0.3%	1%	0.1%	0.1%	3%	-4%	5%	30%	2.4	28
Cc1cc(NC(=O)CSc2ccc(-c3nc4cc(C)c(C)cc4[nH]3)cn2)no1	14%	-8%	-0.1%	2.7%	10%	18%	3%	5%	22	53
C/C(=N/OCC(=O)NCCCCCCNC(=O)CO/N=C(/C)c1cccs1)c1cccs1	-0.2%	-1%	-0.4%	4.4%	10%	13%	-12%	-3%	2.1	52
CCOC(=O)CNc1nc(Cl)nc(Nc2ccccc2)n1	0.2%	3%	-0.1%	4.9%	2%	-13%	-18%	-4%	1.9	57
CN1CCN(c2ccc(NC(=O)c3cc4ccccc4o3)cc2)CC1	1.2%	12%	0.3%	-0.1%	6%	-10%	0%	3%	-1.0	63	NS5 inhibitors pilot replicate=1.8
COc1ccccc1OCCSc1nc2ccccc2n1CC(N)=O	0.4%	7%	-0.1%	0.1%	-3%	-6%	4%	9%	-0.5	73
CSCCC(NC(=O)C1CCC(C)CC1)C(=O)N1CCN(c2ccccn2)CC1 (stereo unspecified)	2.7%	2%	-0.1%	0.7%	18%	-2%	5%	24%	0.5	77
CC(C)(C)C(=O)Nc1ccc(N2CCN(c3ccc(C(F)(F)F)cn3)CC2)nc1	4.5%	4%	-0.2%	1.1%	9%	-8%	-8%	8%	0.2	51
Cc1ccc(NC(=O)CN2C(=O)NC(Cc3c[nH]c4ccccc34)C2=O)cc1S(=O)(=O)N1CCCCC1 (stereo unspecified)	2.6%	5%	-0.1%	2.3%	14%	-6%	-2%	-4%	1.9	77
O=C1/C(=C\c2ccsc2)N2CCC1CC2	0.7%	13%	-0.1%	-0.6%	2%	-12%	3%	10%	-0.3	58
Cc1cc(NC(=O)C2CCCC2)n(-c2nc3ccccc3[nH]2)n1	4.4%	4%	0.6%	6.5%	-3%	0%	1%	5%	10	63
CCc1cc2c(=O)c(-c3ccon3)c(N)oc2cc1OC	-0.3%	-2%	-0.2%	6.0%	-4%	2%	-1%	8%	3.1	50
COC(=O)c1ccc(N2CCN(S(=O)(=O)c3ccc4ccccc4c3)CC2)c([N+](=O)[O-])c1	-0.4%	4%	0.6%	0.1%	-3%	-1%	-3%	5%	-1.3	86
O=C1CC(N2CCN(C(c3ccccc3)c3ccccc3)CC2)C(=O)N1 (stereo unspecified)	2.7%	3%	0.3%	1.2%	1%	1%	9%	-3%	-0.6	48
CCOC(=O)CNC(=O)/C=C/c1c(Cl)cccc1Cl	1.4%	1%	6.9%	5.5%	-3%	-17%	-5%	-8%	-0.6	52
O=C(CC1SCCNC1=O)Nc1ccc(F)c(Cl)c1 (stereo unspecified)	1.1%	3%	-0.1%	0.5%	2%	15%	-5%	10%	-1.8	59
CC(/C=C/c1ccccc1)=N\NC(=O)CCc1ccccc1	-1.5%	0%	-0.1%	0.7%	13%	-13%	-6%	20%	1.1	43
CCOc1ccccc1NC(=O)[C@@H](NC(=O)c1cccc(S(=O)(=O)N2CCOCC2)c1)C(C)C	1.3%	-6%	0.0%	-0.1%	3%	-10%	0%	10%	2.3	43
CC(=O)c1sc2nc(-c3ccccc3)cc(C)c2c1N	-0.3%	6%	0.3%	0.4%	2%	-1%	0%	15%	1.5	55

Filtered by structure: the compounds so far with a COOH group (2)
SMILES	HIV fusion peptide	Siah-1 displacement	GPR55 beta-arrestin	UTI89 phage lysis	GPR55 LPI antagonism	GPR35 arrestin U2OS	NS5 inhibitors	AID2073	NTR1 agonist	NTR1 agonist cell count 20 µM	others
COc1cc2ccccc2cc1C(=O)NC(=S)Nc1ccc(C(=O)O)cc1	54%	4%	-0.2%	1.1%[50 µM]	-6%	-1%	-1%	17%	0.7	83
COc1ccc(NC(=O)CC(NCCc2ccccc2)C(=O)O)c(OC)c1 (stereo unspecified)	2.2%	5%	-0.2%	-0.1%	32%	5%	-1%	0%	2.9	99	NS5 inhibitors pilot replicate=2.7

Not a hit list; about 1.2% have a hit in one of these screens.
